# TRHR enhancer = TRH receptor (human) allosteric enhancement | P34981 | TRHR cells, fluo-8 calcium fluorescence, EC20 TRH enhancement | enhancement, % at 2 µM | 0.66% of 360,000 active | AID 493056; in the data active = enhancement above about 30%; also: 0% is about no effect
#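 TRHR-expressing cells loaded with fluo-8 calcium dye were read kinetically (ex 480/em 530) during compound addition, then stimulated with an EC20 of TRH (10 nM final). Enhancement of the Gq-mediated intracellular calcium response was scored.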
# D2 ag = D2 dopamine receptor (human) agonism; P14416; 0.53% of 340,000 active; activation, % at 2 µM; HEK293 T-REx D2 cells, calcium flux agonist mode;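 active = activation over 3 SD above normal in the single-dose calcium agonist read, cut at about 30% in these data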; also: 0% is about no effect
# Target sequence (P14416 whole entry, looked up): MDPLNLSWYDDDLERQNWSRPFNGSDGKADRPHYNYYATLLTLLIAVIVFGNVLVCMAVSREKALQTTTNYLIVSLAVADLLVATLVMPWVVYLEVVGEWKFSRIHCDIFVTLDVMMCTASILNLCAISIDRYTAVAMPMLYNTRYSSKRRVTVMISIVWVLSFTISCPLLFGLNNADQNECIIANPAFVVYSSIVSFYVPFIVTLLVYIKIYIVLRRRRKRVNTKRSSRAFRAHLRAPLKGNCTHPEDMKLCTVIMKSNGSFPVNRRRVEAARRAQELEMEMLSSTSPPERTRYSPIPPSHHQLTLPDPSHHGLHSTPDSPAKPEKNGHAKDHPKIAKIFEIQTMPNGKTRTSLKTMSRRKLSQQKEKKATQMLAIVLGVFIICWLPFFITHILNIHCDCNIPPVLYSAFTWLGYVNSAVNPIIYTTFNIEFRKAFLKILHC
#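 In this primary screen, compounds producing a positive calcium signal within 180 s of addition to tetracycline-induced, force-coupled HEK293 Trex D2 cells are flagged; cells are dye-loaded with a no-wash calcium kit beforehand.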
# D2 PAM = positively modulates the human D2 dopamine receptor allosterically; HEK293 T-REx D2, calcium flux, EC20 dopamine potentiation; potentiation, % at 10 µM; 0.34% of 340,000 active; AID 485347;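 active = potentiation over 3 SD above the plate norm, cut at about 30% in these data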; also: 0% is about no effect
#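 Tetracycline-induced HEK293 T-REx cells force-coupled to calcium signalling expressed D2; compounds were pin-added after a 10 s baseline, read kinetically 180 s, then an EC20 dopamine challenge followed with a further 180 s calcium read.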
# RXFP1 antagonist = antagonists of human relaxin receptor RXFP1; AID 1259400; activity change, negative = inhibition, % at 57.5 µM; Q9HBX9; HEK293-RXFP1, relaxin-stimulated cAMP HTRF, 30 min; hits give low values; 0.59% of 350,000 active;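 active = activity change of -60% or lower, but not beyond a set lower limit; inconclusive = change between -60% and -40%, or beyond the set limit; inactive = change above -40%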; also: % is scaled to controls: 0 for no effect and ±100 for the full control effect
# D2 antagonist = antagonizes the human D2 dopamine receptor; HEK293 TREx D2 cells, calcium flux, dopamine EC80; inhibition, % at 10 µM; 2% of 340,000 active; in the data active = inhibition above about 30%; also: 0% is about no effect
#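 Measurement of antagonist activity uses fluorescent calcium dye in inducible HEK293 T-REx D2 cells: 10 s baseline, compound addition with 180 s read, EC80 dopamine addition with a further 180 s read.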
# D1 PAM = potentiators of human D1 dopamine receptor. HEK293 TREx D1 cells, calcium flux, dopamine EC20 potentiation. P21728. potentiation, % at 10 µM. AID 504651. 0.036% of 360,000 active; in the data active = potentiation above about 30%; also: 0% is about no effect
# Target sequence (P21728 whole entry, looked up): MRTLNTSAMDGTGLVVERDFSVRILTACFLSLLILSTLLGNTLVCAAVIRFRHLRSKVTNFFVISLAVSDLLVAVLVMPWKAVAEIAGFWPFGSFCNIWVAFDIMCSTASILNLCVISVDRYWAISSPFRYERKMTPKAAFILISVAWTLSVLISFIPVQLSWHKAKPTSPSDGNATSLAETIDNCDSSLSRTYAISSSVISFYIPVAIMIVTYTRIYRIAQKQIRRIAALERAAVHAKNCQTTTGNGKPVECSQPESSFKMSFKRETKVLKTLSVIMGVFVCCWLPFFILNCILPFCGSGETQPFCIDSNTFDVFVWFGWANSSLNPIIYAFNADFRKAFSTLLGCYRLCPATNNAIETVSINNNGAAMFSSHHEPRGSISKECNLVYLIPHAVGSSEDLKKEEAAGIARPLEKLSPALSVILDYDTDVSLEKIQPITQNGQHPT
# D1 agonist = agonists of human D1 dopamine receptor; HEK293 T-REx D1 cells, calcium flux, agonist mode; activation, % at 2 µM; 1% of 360,000 active; AID 504660; in the data active = activation above about 30%; also: 0% is about no effect
#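 Agonism was scored from calcium flux recorded over 180 s (1 read/s) after pintool compound addition, following a 10-cycle baseline. Cells were inducible force-coupled HEK293 TREx D1, plated overnight at 30 C and loaded with no-wash calcium dye.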
# D1 antag = blocks dopamine activation of the human D1 receptor; HEK293 TREx D1 cells, calcium flux, dopamine EC80; hits give low values; activity change, negative = inhibition, % at 10 µM; 3.2% of 360,000 active; AID 504652; in the data active = activity change below about -30%; also: % is scaled to controls: 0 for no effect and ±100 for the full control effect
#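 Compound effects on dopamine-evoked calcium signalling were measured in tetracycline-induced HEK293 Trex D1 cells. Dopamine at EC80 followed a 180 s compound pre-read, and fluorescence was tracked kinetically for 180 s more.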
# RXFP1 agonist = RXFP1 (human) receptor agonism; HEK293T-RXFP1 cAMP TR-FRET, 30 min; response scale: percent of porcine relaxin response, buffer zero; Potency, µM (top dose mostly 57.5 µM), inactives show at the highest dose activation, usual class: activators; 0.3% of 370,000 active; AID 2676; active = well fitted activation curve with a large enough effect; inconclusive = small, poorly fitted or top-dose-only effect; also: potency is read from the fitted curve at half-maximal effect; % is scaled to controls: 0 for no effect and ±100 for the full control effect; nearly all actives have a fitted effect of over 60% in size; many of its hits are not listed in these tables
#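 HEK293 cells stably expressing RXFP1, treated 30 min at 37C with compounds plus PDE4 inhibitor Ro 20174; cAMP measured by HTRF TR-FRET. Normalized to buffer and 29 nM porcine relaxin; EC50 by Hill fit.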
# * = called active by the depositor; u = inconclusive; x = no result given; & = joins results of further samples. These rows are one share of the data (hit frequency here may not be typical).
entry	SMILES	D1 PAM	D2 antagonist	D2 ag	RXFP1 agonist	D1 antag
1	COc1cc(NS(=O)(=O)c2ccc(NC(=O)CCC(=O)O)cc2)nc(OC)n1	3	-3	0.9	1.3%	10
2	O=C(c1ccc(Cn2cc(Br)cn2)o1)N1N=C(C(F)F)CC1(O)C(F)F (configuration not stated)	0	-7	-0.5	0.0%	-9
3	Cn1cc(CCC(=O)NC2CC(C)(C)Cc3c2cnn3-c2ccc(F)cc2)cn1 (configuration not stated)	0	-2	0.0	-1.8%	0
4	Cc1cc(C)cc(NC(=O)/C=C/c2ccc([N+](=O)[O-])s2)c1	-3	4	-0.5	-0.1%	6
5	O=S(=O)(Nc1ccc2c(c1)OCCO2)c1cccs1	0	1	0.0	0.4%	8
6	Cc1ccc(C(=O)NCCNC(=O)CN2CCOCC2)cc1	-2	-10	-0.9	-2.7%	1
7	O=C(C1CCCCC1)N1CCC(O)(c2ccc(Cl)cc2)CC1	-3	x	x	-0.2%	7
8	O=C(Nc1ccccc1N1CCOCC1)C1CCCCN1S(=O)(=O)c1ccccc1 (configuration not stated)	-3	9	3.8	-1.9%	12
9	Cn1c(-c2ccccc2)cnc1SCC(=O)N1CCCCC1	-1	2	0.2	0.0%	-4
10	C/C(=N\NC(=O)c1c(Cl)cnn1C)c1cccc(NC(=O)COc2ccccc2)c1	-2	10	0.2	-1.3%	-4
11	NNc1nc(Nc2ccccc2)nc(Nc2ccccc2)n1	-5	8	2.0	1.5%	-30*
12	Cc1cc(C(F)(F)F)nn1CC(=O)NNC(=S)NCC(C)C	-6	29	1.1	2.8%	-10
13	Cc1cccc(NC(=O)c2ccc(Cl)c(S(=O)(=O)N3CCCCCC3)c2)n1	x	-17	1.0	0.0%	8
14	CCOc1ccc2nc(C)cc(Nc3ccccc3OCC)c2c1	-1	x	-2.7	1.6%	-49*
15	Clc1ccc(-c2nc3ncccn3c2Nc2ccc3c(c2)OCCO3)cc1	-2	x	0.7	-2.8%&0.3%	-5

entry	RXFP1 antagonist	D1 agonist	D2 PAM	TRHR enhancer
1	2	1	-4	-3
2	18	3	3	-4
3	5	2	6	5
4	1	1	-11	2
5	-11	4	-17	5
6	x	1	6	14
7	-1	2	x	1
8	-15	5	7	-5
9	-1	2	0	-1
10	14	2	1	-2
11	-14	0	1	-1
12	30	1	13	-6
13	-4	10	-6	7
14	x	25	-6	11
15	-10	2	2	2

# Next part:
entry	SMILES	D1 PAM	D2 antagonist	D2 ag	RXFP1 agonist	D1 antag
16	CC1CN/C(=C\C(=O)c2ccccc2)C(=O)N1 (configuration not stated)	2	9	0.3	0.3%	6
17	COc1ccc(S(=O)(=O)N2CCCC2C(=O)Nc2nnc(-c3cccnc3)s2)cc1 (configuration not stated)	-4	-9	0.6	3.7%	6
18	O=C(CSc1ccccc1)OCC(=O)N1CCN(C(=O)c2ccco2)CC1	0	-9	0.7	-0.2%	-5
19	CCOc1ccc(/C=C/c2c([N+](=O)[O-])c(=O)n(C)c(=O)n2C)cc1	-3	-6	0.0	0.4%	-6
20	CCOC(=O)c1c(NC(=O)C(C)Sc2nnc(C)c(=O)[nH]2)sc2c1CCCC2 (configuration not stated)	-1	8	-0.2	0.0%	10
21	COC(=O)CSc1ccc2nnc(CCNS(=O)(=O)c3ccc(C)cc3)n2n1	-5&2	-6	1.1&0.3	7.1%&7.7%	3&1
22	COCCn1c(=S)[nH]c2cc(C(=O)N3CCN(c4cccc(Cl)c4)CC3)ccc2c1=O	-2	x	x	-2.2%	4
23	CCn1c(C)cc(=O)cc1-c1ccc(Cl)cc1	-2	-14	1.2	-1.4%	-18
24	COc1ccc(CNC(=O)CN(c2cc(C(F)(F)F)ccc2Cl)S(C)(=O)=O)cc1	-1	x	1.2	2.3%	-3
25	CCOc1ccc(-c2nc3scc(-c4cccs4)c3c(=O)[nH]2)cc1	-9	-9	2.4	12%	-75*
26	c1cn2c(NC3CCCCC3)c(-c3ccc(SC4CCCCC4)cc3)nc2cn1	4	1	-1.3	8.7%	19
27	O=C1OCC(c2ccccc2)=C1c1ccccc1	-3	5	2.7	1.0%	-14
28	Cc1cc(=O)oc2cc(NC(=O)C(C)N3C(=O)C4CCCCC4C3=O)ccc12 (configuration not stated)	-3	10	-0.5	4.8%	-43*
29	Cc1ccc2nc(N3CCN(c4ccccc4F)CC3)c3nnnn3c2c1	-1	x	1.3	2.1%	-11
30	Cc1cc(C)n2nc(SCC(=O)N3CCOCC3)nc2n1	-2	-10	-0.3	3.5%	10

entry	RXFP1 antagonist	D1 agonist	D2 PAM	TRHR enhancer
16	-3	5	2	2
17	-7	-1	10	9
18	4	0	-1	3
19	-2	0	-2	-3
20	-5	2	5	2
21	3&-16	1&3	7&-2	-5&2
22	u	1	x	9
23	2	2	-3	2
24	x	-2	2	3
25	-18	5	4	2
26	x	2	-3	0
27	-7	0	x	2
28	-9	2	0	4
29	1	2	1	0
30	-3	1	-10	-1

# Given with values under each structure: entries from further up
# Values in the order – D1 PAM, D2 antagonist, D2 ag, RXFP1 agonist, D1 antag, RXFP1 antagonist, D1 agonist, D2 PAM, TRHR enhancer
[16] CC1CN/C(=C\C(=O)c2ccccc2)C(=O)N1 (configuration not stated)
→ 2, 9, 0.3, 0.3%, 6, -3, 5, 2, 2
[17] COc1ccc(S(=O)(=O)N2CCCC2C(=O)Nc2nnc(-c3cccnc3)s2)cc1 (configuration not stated)
→ -4, -9, 0.6, 3.7%, 6, -7, -1, 10, 9
[18] O=C(CSc1ccccc1)OCC(=O)N1CCN(C(=O)c2ccco2)CC1
→ 0, -9, 0.7, -0.2%, -5, 4, 0, -1, 3
[19] CCOc1ccc(/C=C/c2c([N+](=O)[O-])c(=O)n(C)c(=O)n2C)cc1
→ -3, -6, 0.0, 0.4%, -6, -2, 0, -2, -3
[20] CCOC(=O)c1c(NC(=O)C(C)Sc2nnc(C)c(=O)[nH]2)sc2c1CCCC2 (configuration not stated)
→ -1, 8, -0.2, 0.0%, 10, -5, 2, 5, 2
[21] COC(=O)CSc1ccc2nnc(CCNS(=O)(=O)c3ccc(C)cc3)n2n1
→ -5&2, -6, 1.1&0.3, 7.1%&7.7%, 3&1, 3&-16, 1&3, 7&-2, -5&2
[22] COCCn1c(=S)[nH]c2cc(C(=O)N3CCN(c4cccc(Cl)c4)CC3)ccc2c1=O
→ -2, x, x, -2.2%, 4, u, 1, x, 9
[23] CCn1c(C)cc(=O)cc1-c1ccc(Cl)cc1
→ -2, -14, 1.2, -1.4%, -18, 2, 2, -3, 2
[24] COc1ccc(CNC(=O)CN(c2cc(C(F)(F)F)ccc2Cl)S(C)(=O)=O)cc1
→ -1, x, 1.2, 2.3%, -3, x, -2, 2, 3
[25] CCOc1ccc(-c2nc3scc(-c4cccs4)c3c(=O)[nH]2)cc1
→ -9, -9, 2.4, 12%, -75*, -18, 5, 4, 2
[26] c1cn2c(NC3CCCCC3)c(-c3ccc(SC4CCCCC4)cc3)nc2cn1
→ 4, 1, -1.3, 8.7%, 19, x, 2, -3, 0

# Next part
entry	SMILES	D1 PAM	D2 antagonist	D2 ag	RXFP1 agonist	D1 antag
31	O=C(NCC1CCCO1)c1cccc(NC(=O)c2cccs2)c1 (configuration not stated)	-1	-10	1.2	-0.9%	-3
32	Cc1ccccc1C(=O)NCC(c1cccnc1)N1CCc2ccccc21 (configuration not stated)	3	x	0.0	0.0%	3
33	COC(=O)c1ccccc1NC(=O)CCc1c(C)nc2c(c(C)nn2-c2ccccc2)c1C	-1	x	-1.1	13%	-14
34	CCCn1c(O)c(/C=C2\C=NN=C2c2ccccc2)sc1=S	-9	8	1.0	6.0%	-15
35	CCOc1ccc(N(C(=O)CNC(=O)c2ccco2)C(C(=O)NC2CCCC2)c2ccncc2)cc1 (configuration not stated)	1	12	-1.0	-0.3%	22
36	CC1CC(C)CN(C(=O)CSc2nc3ccsc3c(=O)n2Cc2ccccn2)C1 (configuration not stated)	-2	5	1.8	2.2%	-24
37	CCC1(CC)NC(=O)N(CC(=O)OCC(=O)Nc2ccc(F)c(F)c2F)C1=O	-2	-8	0.6	1.8%	-1
38	COc1ccc(CCNc2nc3c(-c4cccc(C(F)(F)F)c4)nnn3c3ccccc23)cc1OC	-1	x	1.8	2.6%	7
39	COc1cc2c(cc1OC)CN(C(=O)/C=C/c1cccc([N+](=O)[O-])c1)CC2	-3	-25	-0.9	0.5%	-10
40	N#Cc1nc(-c2ccccc2Cl)oc1N1CCCCC1	-8	-2	-0.8	3.7%	20
41	COc1cc2[nH]c(=O)n(CCC(=O)NC3CCN(Cc4ccccc4)CC3)c(=O)c2cc1OC	1	-8	0.8	u	0
42	O=C(Cn1cnc([N+](=O)[O-])c1)NCc1ccc(F)cc1	-6	-12	0.2	0.7%	7
43	COc1cc2oc(=O)c(CC(=O)NCCc3ccccc3F)c(C)c2cc1OC	4	x	0.1	5.8%	-7
44	NS(=O)(=O)c1cccc(NC(=O)c2cc3ccccc3o2)c1	-6	15	0.1	1.9%	0
45	Cc1ccc(NC(=S)N=Nc2c(O)[nH]c3ccccc23)cc1	-1	x	x	0.0%	0
46	CCOC(=O)C(Cc1c[nH]c2ccccc12)NC(=O)c1ccccc1Br (configuration not stated)	-5	3	0.1	4.1%	5
47	O=S(=O)(c1ccc(Br)s1)N1CCNCC1	-3	3	-0.7	-4.5%	-1
48	CCOC(=O)c1c(NC(=O)COC(=O)c2ccc(Cl)nc2)sc(C(=O)N(C)C)c1C	-19	x	x	1.0%	-10

entry	RXFP1 antagonist	D1 agonist	D2 PAM	TRHR enhancer
31	-18	3	-2	-7
32	-11	2	-6	-3
33	3	2	7	24
34	2	4	1	-1
35	17	2	-1	1
36	-1	1	-2	-4
37	-11	0	11	4
38	x	0	-10	29
39	8	1	18	2
40	-2	1	14	4
41	-10	4	-15	-4
42	-8	2	9	10
43	7	-2	-13	-3
44	-7	0	-9	-4
45	-24	-1	x	-11
46	7	8	-6	-7
47	13	5	2	5
48	-12	2	x	4
